Screening results from PubChem BioAssay.
UBC13 inh = UBC13 polyubiquitin chain formation inhibitors, primary screen, biochemical, TR-FRET, uHTS; Ubiquitin-conjugating enzyme E2 N (Homo sapiens), P61088; inhibition, % at 20 µM; actives 0.47% (n = 330,000); AID 485273, 2010; in the data active = inhibition above about 45%, passing the limit was not always enough
SENP8 block-1 = SENP8 protease inhibitors, primary screen, biochemical, luminescence; Sentrin-specific protease 8 (Homo sapiens), Q96LD8; actives 1.2% (n = 330,000); purified SENP8, Z-RLRGG-aminoluciferin cleavage; inhibition, % at 10 µM; AID 2540, 2010; in the data active = inhibition above about 50%
Target sequence (Q96LD8 whole entry, looked up): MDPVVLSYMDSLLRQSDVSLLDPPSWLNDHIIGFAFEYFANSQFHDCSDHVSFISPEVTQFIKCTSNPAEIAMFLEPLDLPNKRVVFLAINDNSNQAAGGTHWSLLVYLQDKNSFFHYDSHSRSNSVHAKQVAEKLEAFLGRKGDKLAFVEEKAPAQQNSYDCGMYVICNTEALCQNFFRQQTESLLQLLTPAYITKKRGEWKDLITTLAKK
SENP7 block = SENP7 protease inhibitors, primary screen, biochemical, luminescence, uHTS; Sentrin-specific protease 7 (Homo sapiens), Q9BQF6; inhibition, % at 5 µM; AID 434973, 2010; actives 1.5% (n = 330,000); recombinant SENP7, Z-RLRGG-aminoluciferin luminescence, 40 min;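 active = inhibition above about 50% at the single test dose, limit read from the data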;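 note: plate controls were DMSO with enzyme for no effect and no enzyme buffer wells for full effect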
A3G deaminase = APOBEC3G DNA deaminase inhibitors, primary screen, biochemical, fluorescence, single-stranded DNA substrate, uHTS. DNA dC->dU-editing enzyme APOBEC-3G (Homo sapiens), Q9HC16. recombinant A3G, ssDNA deamination FAM/TAMRA fluorescence. inhibition, % at 20 µM. actives 0.28% (n = 330,000);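 active = inhibition of at least 40% at 20 µM, with no more than 30% in the related APOBEC3A deaminase screen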;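 note: plate controls were DMSO wells with A3G for no effect and wells lacking A3G enzyme for full effect; some compounds called inactive have numbers as strong as hits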
Apaf1 inhib = inhibitors of human Apaf-1 apoptosome, primary screen, biochemical, DEVD-Rh110 fluorescence, uHTS | actives 0.71% (n = 330,000) | Apoptotic protease-activating factor 1 (Homo sapiens), O14727 | inhibition, % at 20 µM | reconstituted apoptosome caspase-3 activity; active = inhibition of at least 40% at 20 µM;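 note: plate controls were DMSO wells for no effect and DEVD-CHO caspase inhibitor wells for full effect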
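System – cell-free apoptosome with Apaf-1, procaspase-3 and caspase-9 · Buffer or medium – pH 7.5 Hepes buffer with CHAPS, BSA, DTT · Also added – cytochrome c with DEVD-Rh110 · Times – 30 min compound preincubation, 50 min activation, room temperature · Technique – Rh110 fluorescence intensity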
SENP8 block-2 = human SENP8 protease inhibitors, primary screen, biochemical, fluorescence, Nedd8 protein substrate, uHTS | AID 602440, 2012 | actives 0.64% (n = 360,000) | inhibition, % at 20 µM | recombinant SENP8; in the data active = inhibition mostly above about 40%, no sharp cut-off; inactive = mostly below about 27%
SENP6 inh = SENP6 protease inhibitors, primary screen, biochemical, luminescence, uHTS; Recombinant SENP6 catalytic domain, aminoluciferin luminescence; AID 2599, 2010; actives 1.8% (n = 330,000); inhibition, % at 10 µM; Sentrin-specific protease 6 (Homo sapiens), Q9GZR1;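 active = inhibition above about 50% at the single tested dose, limit read from the data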;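 note: plate controls were DMSO wells with enzyme for no effect and DMSO wells lacking enzyme for full effect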
Target sequence (Q9GZR1 628-1112 limits assumed): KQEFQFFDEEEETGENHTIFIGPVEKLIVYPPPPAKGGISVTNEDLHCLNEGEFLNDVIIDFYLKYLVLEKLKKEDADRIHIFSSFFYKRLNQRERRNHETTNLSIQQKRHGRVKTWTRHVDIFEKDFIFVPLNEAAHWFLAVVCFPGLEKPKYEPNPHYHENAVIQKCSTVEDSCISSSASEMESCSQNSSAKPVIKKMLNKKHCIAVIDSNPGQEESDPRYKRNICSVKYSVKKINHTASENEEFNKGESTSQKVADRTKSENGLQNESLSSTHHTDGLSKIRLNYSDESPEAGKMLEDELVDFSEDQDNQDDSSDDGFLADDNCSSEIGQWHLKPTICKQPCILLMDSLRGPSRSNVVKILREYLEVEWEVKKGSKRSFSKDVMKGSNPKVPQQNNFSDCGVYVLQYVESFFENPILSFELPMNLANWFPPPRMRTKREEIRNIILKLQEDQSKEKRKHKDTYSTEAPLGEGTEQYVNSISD
SENP1 inh = human SENP1 catalytic domain inhibitors, primary screen, biochemical, FRET, uHTS; Sentrin-specific protease 1 (Homo sapiens), Q9P0U3; recombinant SENP1 catalytic domain, CyPet-SUMO1-YPet FRET cleavage; inhibition, % at 10 µM; actives 0.21% (n = 360,000); AID 624204, 2012;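 active = inhibition at least 30% at 10 µM, raw YFP signal under a set limit, fluorescence ratio 0.5 to 1.5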;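 note: 0% = enzyme with DMSO and 100% = no enzyme wells; some results filed as inactive read as strong as hits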
Target sequence (Q9P0U3 419-644 limits assumed): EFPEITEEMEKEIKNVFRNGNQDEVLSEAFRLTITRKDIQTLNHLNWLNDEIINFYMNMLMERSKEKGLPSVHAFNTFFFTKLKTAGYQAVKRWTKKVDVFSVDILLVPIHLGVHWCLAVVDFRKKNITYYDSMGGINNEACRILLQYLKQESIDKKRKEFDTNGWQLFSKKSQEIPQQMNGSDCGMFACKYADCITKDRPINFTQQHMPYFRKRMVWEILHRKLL
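Test system: recombinant human SENP1 catalytic domain, His6-tagged / Medium: pH 8 Tris buffer with EDTA, NaCl, BME, BSA, NP40, catalase / Also added: SUMO1 FRET substrate flanked by Cypet and Ypet, 25 nM / Times: 50 min reaction at room temperature / Signal: FRET, CFP and YFP emission / Control set: no-enzyme low control and enzyme-plus-DMSO high control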
* hit, by the source's call; nt = not tested or not shown.

SMILES	UBC13 inh	SENP8 block-1	SENP7 block	A3G deaminase	Apaf1 inhib	SENP8 block-2	SENP6 inh	SENP1 inh
Nc1ccc2nc(-c3cc(Cl)c(N)c(Cl)c3)[nH]c2c1	-80	64*	77*	-8	2	-329	87*	-32
CC(=O)Nc1cccc(N2C(=O)CC(N3CCC(C(=O)N4CCCCC4)CC3)C2=O)c1 (stereo not drawn)	0	3	4	-2	-11	9	-3	1
O=C(CSc1nnc(-c2ccccc2O)o1)NC1CCCCC1	24	-5	-5	-9	-5	-78	-2	-2
S=C(NCCNC(=S)Nc1ccccc1Cl)Nc1ccccc1Cl	0	-2	0	0	0	10	-40	-3
CCOc1ccc(Cl)cc1CNCCNCCO	0	4	3	3	-2	8	-8	1
Cc1ccc(-n2nnnc2CS(=O)(=O)c2ccccc2)c(C)c1	1	0	-3	1	5	0	-9	1
COc1cccc(CSc2nnc(-c3ccco3)n2C)c1	0	-9	-1	-3	0	38	-4	2
O=C(c1ccc(-c2nc3ccccc3s2)s1)N1CCOCC1	-3	94*	96*	-9	1	nt	97*	nt
CN(C(=O)CSc1ncnc2ccccc12)C1CCS(=O)(=O)C1 (stereo not drawn)	-9	-6	10	-7	-9	2	1	0
Cc1nc2nc[nH]n2c(=O)c1CCOC(=O)c1ccccc1F	6	0	-1	-8	2	2	-17	2
Cc1cc(C)n2nc(SCC(=O)N3CCN(c4ccc(F)cc4)CC3)nc2n1	-1	-1	2	-2	6	7	-18	1
CCOc1ccc(-n2c(=O)cc(N3CCN(c4ccccc4)CC3)[nH]c2=O)cc1	14	0	-1	-8	-17	10	-3	-8
O=C(Nc1ccccc1C(=O)NCCN1CCOCC1)c1cccc([N+](=O)[O-])c1	-4	11	-3	11	16	2	11	2
O=C(O)Cn1c(Cc2ccccc2)nc2ccccc21	-3	-16	12	-5	3	6	-13	-1
COc1cccc2c(=O)c(C(=O)O)c[nH]c12	12	-8	-8	-2	-11	-198	3	1
O=C(CSc1nnc(CNC(=O)c2cccc(C(F)(F)F)c2)o1)NCC1CCCO1 (stereo not drawn)	-6	3	-6	-6	-3	-6	4	0
OC(CCCN1CCC(O)(c2ccc(Cl)cc2)CC1)c1ccc(F)cc1 (stereo not drawn)	5	-6	-9	-6	-2	-3	-20	3
Cc1nc(SCCO)c([N+](=O)[O-])[nH]1	-1	-15	-7	-11	-15	16	-25	1
CCN(C(=O)Cc1cccs1)c1nnc(-c2cc(OC)c(OC)c(OC)c2)s1	14	6	1	2	15	-490	5	0
CS(=O)(=O)N(CC(=O)NCc1ccc2c(c1)OCO2)C1CCCCC1	4	9	-2	-4	-6	6	14	2
C=CCN1CN(S(=O)(=O)c2ccc(OC)cc2)c2nc3ccccc3nc21	-13	-5	-16	-5	1	-96	9	-10
Cc1ccc(C)c(NS(=O)(=O)c2ccc(OCC(=O)NCc3ccco3)cc2)c1	-5	0	12	11	13	15	-1	-2
CCn1c(SCC(=O)Nc2ccc(C)cc2)nc2sc3c(c2c1=O)CCN(C)C3	21	-3	-6	-5	-4	-325	1	-96
CCCCCCn1c(C(C)O)nc2ccccc21 (stereo not drawn)	5	5	1	-4	16	4	2	1
CCOc1ccccc1Nc1ncnc2ccccc12	-8	-4	-12	4	9	-59	5	-1
Cc1ccc(OCC(=O)NNC(=O)C2CCN(c3ncnc4sc(C)c(C)c34)CC2)cc1	10	-4	-9	-6	7	13	-6	-1
CCCn1cc(C(CC(=O)O)C(=O)O)c2ccccc21 (stereo not drawn)	-3	-4	14	-3	3	6	-1	-4
NC(=O)c1c(N)sc2c1CCCC2	-2	1	3	6	11	-115	0	-10
Clc1cccc(N/N=C/c2ccncc2)c1	5	-2	3	-4	-4	9	28	2
O=C(NCc1cccnc1)C(=O)NCC1OCCN1S(=O)(=O)c1ccc(Cl)cc1 (stereo not drawn)	-12	6	2	-2	-3	6	1	-1
O=C1NC2(CCCCC2)N(C(=O)c2ccccc2)C2=C1CCCC2	2	1	4	-7	-3	15	8	0
COc1ccc(C)cc1NC(=O)CSc1ccc(-c2cccnc2)nn1	4	3	-2	-5	-16	12	-32	0
COc1ccc(S(=O)(=O)N(C)C[C@H]2Oc3c(NC(=O)Cc4ccccc4)cccc3C(=O)N([C@H](C)CO)C[C@@H]2C)cc1	-9	-16	-7	-7	16	14	-11	3
COc1cc(N)c(Br)cc1C(=O)O	4	-2	3	-4	-3	12	0	2
Cc1cccc(NC(=O)c2ccc(NS(=O)(=O)c3c(C)noc3C)cc2)c1	-3	-3	6	2	4	11	-1	1
C=C1CC(C(=O)N/N=C/c2ccccc2)C1	-18	-13	-11	-2	8	10	-8	0
NC(=NCc1ccco1)NC(=O)c1ccc(Cl)cc1	3	-16	-7	-13	12	0	-7	-1
CC(C(=O)Nc1ccc2nccnc2c1)N1C(=O)C2C3C=CC(C3)C2C1=O (stereo not drawn)	-12	5	2	-6	-2	-424	-3	2
Cc1cc(C)n2nc(SCc3ccc(C#N)cc3)nc2n1	8	3	-1	-11	-2	4	11	-1
O=C(COC(=O)Cc1ccc(Br)cc1)NC1CC1	-5	-5	-5	-2	-3	0	4	2
COc1ccc(/C=C/C(=O)OCC(=O)c2c(N)n(C)c(=O)n(C)c2=O)c(OC)c1	0	0	5	-3	-9	-46	-10	-13
O=C(CC1S/C(=N/N=C/c2cccs2)NC1=O)Nc1ccccc1F (stereo not drawn)	-15	-3	-2	-7	4	6	5	3
COc1ccc(CNC(=O)CN(C(=O)c2csnn2)c2cnc3ccccc3c2)cc1	5	-5	9	-5	27	-222	12	-123
Cn1c(SCC(N)=O)nnc1-c1ccccc1	11	2	1	-1	-19	14	-6	1
C[C@H](CO)N1C[C@H](C)[C@@H](CN(C)C(=O)Nc2ccccc2)Oc2ccc(NS(=O)(=O)c3ccccc3)cc2C1=O	4	-3	5	-2	5	3	11	0
Cc1ccc(C)c(NC(=S)NC(NC(=O)OCc2ccccc2)C(Cl)(Cl)Cl)c1 (stereo not drawn)	-5	-8	0	-5	-41	13	-2	-5
CCCc1[nH]nc2c1C(c1ccc(OC(=O)N3CCOCC3)cc1)C(C#N)=C(N)O2 (stereo not drawn)	-1	3	4	-3	-27	2	8	-1
CC(C)CC1NC(=O)c2ccc(Cl)cc2-n2c1nc1cc(F)ccc1c2=O (stereo not drawn)	10	-3	-4	-7	11	nt	0	nt
O=C(NCc1ccc2c(c1)OCO2)c1cc(COc2c(F)cccc2F)on1	7	-4	5	-8	5	9	1	0
COc1ccccc1CN1CC(C(=O)N(C)Cc2[nH]c3ccccc3c2C)CCC1=O (stereo not drawn)	4	1	-4	-5	2	10	-6	0

Structural class: those above with an aryl methoxy group (10)
SMILES	UBC13 inh	SENP8 block-1	SENP7 block	A3G deaminase	Apaf1 inhib	SENP8 block-2	SENP6 inh	SENP1 inh
COc1cccc(CSc2nnc(-c3ccco3)n2C)c1	0	-9	-1	-3	0	38	-4	2
COc1cccc2c(=O)c(C(=O)O)c[nH]c12	12	-8	-8	-2	-11	-198	3	1
CCN(C(=O)Cc1cccs1)c1nnc(-c2cc(OC)c(OC)c(OC)c2)s1	14	6	1	2	15	-490	5	0
C=CCN1CN(S(=O)(=O)c2ccc(OC)cc2)c2nc3ccccc3nc21	-13	-5	-16	-5	1	-96	9	-10
COc1ccc(C)cc1NC(=O)CSc1ccc(-c2cccnc2)nn1	4	3	-2	-5	-16	12	-32	0
COc1ccc(S(=O)(=O)N(C)C[C@H]2Oc3c(NC(=O)Cc4ccccc4)cccc3C(=O)N([C@H](C)CO)C[C@@H]2C)cc1	-9	-16	-7	-7	16	14	-11	3
COc1cc(N)c(Br)cc1C(=O)O	4	-2	3	-4	-3	12	0	2
COc1ccc(/C=C/C(=O)OCC(=O)c2c(N)n(C)c(=O)n(C)c2=O)c(OC)c1	0	0	5	-3	-9	-46	-10	-13
COc1ccc(CNC(=O)CN(C(=O)c2csnn2)c2cnc3ccccc3c2)cc1	5	-5	9	-5	27	-222	12	-123
COc1ccccc1CN1CC(C(=O)N(C)Cc2[nH]c3ccccc3c2C)CCC1=O (stereo not drawn)	4	1	-4	-5	2	10	-6	0

Next compounds follow:
SMILES	UBC13 inh	SENP8 block-1	SENP7 block	A3G deaminase	Apaf1 inhib	SENP8 block-2	SENP6 inh	SENP1 inh
CC1CCN(S(=O)(=O)c2ccc(C(C)C)cc2)CC1	-5	5	5	-7	11	13	17	1
Cc1ccc(S(=O)(=O)N2CCN(CC(=O)Nc3ccccc3C(=O)NC3CC3)CC2)cc1	2	7	5	-8	0	12	-8	-1
Cc1ccccc1NC(=O)CNC(=O)Cc1cccc2ccccc12	3	-7	4	-4	4	11	-4	-5
CSCCC(NC(=O)COc1ccccc1)C(=O)N1CCN(c2ccccc2)CC1 (stereo not drawn)	-19	-10	-13	-2	7	8	-6	-1
CSc1nc(-c2ccccc2F)c(C#N)c(=O)n1C	0	-5	-5	-7	0	-11	-14	-3
O=S(=O)(/N=C(/c1ccccc1)N1CCOCC1)c1ccc(Br)cc1	-2	-5	0	2	6	-2	-3	-1
